LDHA inh = LDHA (human) enzyme inhibition; activity change, % (values are at about 110 or 230 µM); purified LDHA, NADH/diaphorase-resazurin fluorescence; active compounds read low; hit rate 0.15% among 480,000; P00338; in the data active = activity change below about -30%;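 also: plate controls were DMSO wells for no effect and wells without enzyme for full effect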
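Human LDH5 (2 nM) was incubated with 0.06 mM NADH and 0.2 mM pyruvate for 5 min at room temperature in Tris pH 7.4. Remaining NADH was coupled through diaphorase/resazurin, and resorufin fluorescence was read at 0 and 20 min.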
* = called active by the depositor; & = joins results of further samples. Some of the compounds tested; the hit share may differ from the screen's.

structure	LDHA inh
O=C(NCC(F)(F)F)c1cccc(NC(=O)c2cccc3cccnc23)c1	-0.6
CCC[N+](CCC)(CC[O-])Cc1ccccc1	11.2
Cc1noc(/C=C\c2ccc(S(=O)(=O)N3CCc4ccccc43)cc2)c1NC(=O)C1CC1	10.6
COC(=O)CN(Cc1cccs1)C1CC1	-0.2
N#C/C(=C/c1cccc(F)c1)c1ccc(Cl)cc1Cl	8.9
COc1ccc2c(=O)c(-c3ccccc3)c(C(F)(F)F)oc2c1	-2.6
O=C(O)c1ccc(N2CCOCC2)cc1	-23.4
CC(NC(=O)NCc1ccn[nH]1)c1ccc2c(c1)OCCO2 (configuration not stated)	8.2
O=C(CCNC(=O)c1cccs1)Nc1cc(Cl)ccc1Cl	-1.1
O=C1C=Cc2ccccc2/C1=C/N(O)c1ccccc1	58.8
CCCN(CCC)c1nc(N)nc(Cl)n1	-3.7
Cc1nc2cc(-c3ccccc3)ccc2s1	9.1
CCOc1nc2ccccc2nc1N1CCC(C(=O)Nc2cccc(CC)c2)CC1	-1.9
CN(Cc1nc2ccccc2o1)Cc1ccccc1Cl	1.0
CC(C)c1ccc(C(=O)N2CCN(C(=O)c3cccc4ncccc34)CC2)cc1	7.1
CCC12CN(CC#N)CC(CC)(CN(CC#N)C1)C2=O	7.3
CCCCN(CC)C(=O)c1cn[nH]c1-c1ccc(Cl)cc1	-3.4
Cc1c(CO)[nH]c2ccc(Br)cc12	8.2
CC1=NN(C(=O)CSCc2ccccc2Cl)C(O)(C(F)(F)F)C1 (configuration not stated)	8.2
CN(Cc1ccsc1)C(=O)Cc1cccs1	8.1
CN(Cc1cccs1)C(=O)Cn1c(=O)c2c(ncn2C2CCCC2)n(Cc2ccccc2)c1=O	-4.4
CCc1ccc2oc(C(=O)N(Cc3ccc(C(C)C)cc3)C3CCS(=O)(=O)C3)cc(=O)c2c1 (configuration not stated)	-8.8
O=C(COC(=O)COc1ccc2ccccc2c1)Nc1ccccc1	6.2
COc1ccc(Nc2nc(-c3ccc(OC)cc3)nc3ccccc23)cc1	-15.5
COc1cccc(-c2c(NC(=O)c3ccc(Cl)cc3)oc3ccccc3c2=O)c1	-5.8
Ic1cccc(-c2nc(-c3ccccn3)no2)c1	-5.3
COc1ccccc1N1CCN(C(=O)C2CCN(S(=O)(=O)Cc3ccc(F)cc3)CC2)CC1	3.3
CC(NS(=O)(=O)Cc1ccc(F)cc1)c1cccnc1 (configuration not stated)	-6.2
CCc1cccc(C)c1NC(=O)c1ccc(S(=O)(=O)N(C)c2ccccc2OC)cc1	-4.9
CCOc1ccccc1C(=O)Nc1nnc(C2CCCCC2)s1	4.7
CCCNC(=O)COc1ccc(-c2noc(-c3ccccc3)n2)cc1OCC	1.4
N#Cc1ccc(C(=O)NC2CCSc3c(F)cccc32)cc1 (configuration not stated)	10.6
O=C(Nc1ccccc1F)c1ccc2c(=O)n(-c3ccccc3)cnc2c1	1.6
O=C(O)C(c1c[nH]c2ccc(Cl)cc12)N1CCN(CCOc2ccc(Cl)cc2)CC1 (configuration not stated)	-11.6
Cc1ccc(C(C)NS(=O)(=O)Cc2ccc(F)cc2)o1 (configuration not stated)	-1.1
NC(=O)c1ccsc1NC(=O)CSc1ccc2ccccc2n1	5.9
CNC(=O)C1CCN(Cc2nnnn2-c2ccccc2)CC1	-3.4
CCC(NC(=O)c1cccnc1)C12CC3CC(CC(C3)C1)C2 (configuration not stated)	-0.2
CCOc1nc2ccccc2nc1N1CCC(C(=O)NC2CCCC2)CC1	-2.3
CC(C)(C)CC(=O)NCC(O)c1ccc(Cl)cc1 (configuration not stated)	-0.7
COc1ccc(S(=O)(=O)Nc2nc3ccccc3nc2Nc2ccccc2)cc1	-5.2
CC1CCN(C(=O)C(C)n2cnc3c2c(=O)n(C)c(=O)n3C)CC1 (configuration not stated)	1.5
O=C(O)C(F)(F)C12OC3C4C5CC(C6C5C3C61)C42 (configuration not stated)	2.2
COc1cccc(/C=C/c2nc3cc(Cl)ccc3o2)c1	-5.0
CC1(C)OC2OC(C(=O)Oc3ccc(Br)cc3)C3OC(C)(C)OC3C2O1 (configuration not stated)	-13.3
COc1ccc(OC)c(/C=C/C(=O)c2cc3ccccc3o2)c1	3.4
CN(Cc1ccco1)C(=O)c1cn[nH]c1-c1ccc(Cl)cc1	12.8
CC(C)c1cc(C(=O)N2CCN(C(=O)c3ccccc3)CC2)c2ccccc2n1	2.1
O=C(Nc1ccccc1Sc1ccccc1)C1CC=CCC1 (configuration not stated)	7.8
N#Cc1ccc(Oc2nc(-c3ccccc3O)nc3ccccc23)cc1	3.9
Cc1ccc(-c2nnn(CCCn3c(=O)c4c(ncn4C)n(C)c3=O)n2)cc1	-7.6
Cc1[nH]nc2c1C(c1ccc(F)cc1)C1=C(COC1=O)N2 (configuration not stated)	3.4
Cc1ccc(NC(=O)c2csc3c2CCCCC3)c(C)c1	1.8
N#Cc1ccc(Oc2ccc(-c3ccc(Oc4ccc(C#N)cc4)cc3)cc2)cc1	8.3
CN(C)S(=O)(=O)c1cccc(NC(=O)c2ccc(OCc3cn4ccccc4n3)cc2)c1	0.2
CN(C)CCOC1CC2CCC1(C)C2(C)C (configuration not stated)	0.5

(cont.)
structure	LDHA inh
CCn1nc(C(=O)Nc2ccc3c(c2)CCC3)c2ccccc2c1=O	2.0
O=c1c2ccccc2nc2sc(Nc3ccc4c(c3)CCC4)nn12	1.9&4.2
CC1=C(O[Si](C)(C)C)CC2C(=O)OC(=O)C2C1c1ccccc1 (configuration not stated)	-0.4
CN(CC(=O)NC(=O)NC1CCCCC1)c1ccc2ccccc2c1	20.0
Nc1nccnc1C(=O)NCCc1cn2ccccc2n1	0.2
Cc1cc(Br)ccc1NC(=O)CSc1nc2cc([N+](=O)[O-])ccc2o1	-2.0
O=C(NCCNC(=O)c1nc2ccccc2c(=O)[nH]1)c1ccc2ccccc2c1	-10.7
CN(C)c1cccc(C(=O)NNC(=O)c2ccccc2F)c1	-2.6
Cc1ccc(C(=O)OCc2nc(N)c3ccccc3n2)cc1	-15.2
Cc1nc(C2(NC(=O)CCn3c(=O)n(C)c4ccccc43)CCCCC2)no1	-14.8
Cc1ccc(C(=O)COC(=O)CCc2c[nH]c3ccccc23)c(C)c1	-4.9
CSCCC(=O)NCc1cccs1	-0.2
Cc1cc(C)cc(COC(=O)c2cnc(C)cn2)c1	-6.3
CCCn1c(N2CCOCC2)nc2c1c(=O)n(C)c(=O)n2C	-0.6
CN(C)c1ccc(NCc2cccc(Br)c2)cc1	29.8
CCc1cc(C(=O)NNC(=S)NC)cs1	0.4
Cc1ccc(Cl)cc1NC(=O)c1ccc2ccccc2n1	7.1
O=C(CNc1ccccc1OC(F)F)N1CCNC1=O	7.9
COc1ccc(OC)c(C2C(C(=O)Nc3ccccc3)=C(C)Nc3nc(SC)nn32)c1 (configuration not stated)	0.3
CCOc1ccc(N(Cc2cc3cccc(C)c3[nH]c2=O)C(=O)C(C)C)cc1	11.9
O=C(C1CN(C(=O)c2ccc(Cl)c(Cl)c2)c2ccccc2O1)N1CCOCC1 (configuration not stated)	0.9
CCCCn1c(=O)[nH]c(=O)c2c1nc(-c1cccc(OCC)c1OC)n2CCOC	9.4
CCOc1ccc(/C=C/C(=O)c2cccc(O)c2)cc1	10.2
COc1cc(C(=O)NCc2c(C)nn(Cc3ccccc3)c2C)cc(Cl)c1OC	-1.5
CCCC1Cc2c(sc3nc(SCC)nc(N)c23)CO1 (configuration not stated)	5.6
O=C(CCC1CCCC1)Nc1cccnc1	-0.4
CNC(=O)NC(=O)C(c1ccccc1)N(C)CC(=O)NCCOC (configuration not stated)	8.5
COc1ccc2c(c1)CCCN2C(=O)c1cc2ccc(C)cc2nc1C	-6.0
CN(C)Cc1nc(SCC(=O)Nc2ccc(I)cc2)c2ccccc2n1	0.0
COc1nc2c(c(=O)n(C)c(=O)n2C)n1Cc1ccc(Cl)cc1Cl	3.7
CCOc1ccc(C(=O)Nc2cccc(Cl)c2N2CCCC2)cc1	0.9
COc1ccc(C(C)=O)cc1CS(=O)(=O)Cc1ccccc1F	8.1
COC(=O)c1cc(-c2ccc(OC)c(OC)c2)nc2ccc(C)cc12	3.6
O=C(CCc1ncc(-c2ccc(Cl)cc2)o1)N1CCCC(O)C1 (configuration not stated)	-3.7
CCS(=O)(=O)Nc1ccc(N(C)CCCc2c(C)nn(C)c2C)c(C(=O)O)c1	1.0
O=C(O)c1ccc(F)c(Br)c1	-6.0
Cc1ccc2c(C)c(CCC(=O)Nc3cc(Cl)ccc3F)c(=O)oc2c1	-1.2
COc1cc(OC)c(NC2=NS(=O)(=O)C(c3ccccc3)=C2C)cc1Cl	-0.2
C[C@@H](C(=O)Nc1ccc(N(C)C)cc1)n1nnc2ccccc2c1=O	-1.7
CC(C)CCn1c(NCc2ccco2)nc2c1c(=O)[nH]c(=O)n2C	-0.2
COc1ccc(Nc2cc(C)nc(Nc3ccc(NC(=O)CC(C)(C)C)cc3)n2)cc1	4.3
O=C(CNC(=O)c1cccc2ccccc12)OC(C(=O)Nc1cc(C(F)(F)F)ccc1Cl)c1ccccc1 (configuration not stated)	-1.4
O=C(CCS(=O)(=O)c1cccc2nsnc12)N1CCN(c2cccc(Cl)c2)CC1	-18.4
Cc1ccc(S(=O)(=O)N2CCN(Cc3csc(C)n3)CC2)c(Br)c1	2.9
N#C/C(=C\c1ccc(Cl)s1)C(=O)NC1CC1	0.5
N#Cc1ccccc1COC(=O)c1ccccc1SCC1CCCO1 (configuration not stated)	8.3
CCCOc1c(/C=N/O)cccc1OC	-2.1
O=C(O)CCc1cc(F)c(S(=O)(=O)N2CCN(S(=O)(=O)c3ccc4c(c3)OCCO4)CC2)cc1F	0.1
O=C(Oc1ccc2c(-c3cc4cc(Br)ccc4oc3=O)cc(=O)oc2c1)N1CCOCC1	3.3
CCOC(=O)c1cn[nH]c1S(=O)(=O)N(CC(C)C)CC(C)C	11.1
CCCCCCCNCc1ccc(C)s1	11.9
O=C1CCc2cc(S(=O)(=O)NCc3ccccc3Cl)cc3c2N1CCC3	9.4
N#C/C(=C\c1cccc([N+](=O)[O-])c1)c1ccc([N+](=O)[O-])cc1	-7.2
Cn1c(NCc2ccccc2)nc2c1c(=O)n(Cc1ccc(Cl)c(Cl)c1)c(=O)n2C	-14.9
CC(=O)NC(C)c1ccc(O)cc1 (configuration not stated)	4.4
CC(O)C(=O)Nc1ccc(C(N)=O)cc1 (configuration not stated)	1.8

Later entries:
structure	LDHA inh
Cc1c(CCC(=O)N2CCCCC2)c(=O)oc2cc(O)ccc12	0.5
Nc1nccnc1C(=O)NCCCNc1ccc(C(F)(F)F)cn1	1.3
Cc1ccc(C)c(-c2ccc3ccccc3n2)c1	2.2
O=C(NC(C1CC1)C1CC1)c1cccnc1	1.3
O=C(c1ccc2ncsc2c1)N1CCN(c2nc3ccc(F)cc3s2)CC1	-2.6
COc1ccc(CNC(=O)CC2Sc3ccccc3NC2=O)cc1OC (configuration not stated)	-0.7
COc1ccccc1OCC(=O)Nc1cc(-c2ccc(F)c(F)c2)no1	6.2
CCN1CCN(CCOc2ccc3c(=O)c(-c4ccc(Cl)cc4)c(C)oc3c2)CC1	-11.5
N#Cc1ccc(Cc2cnc(NC(=O)c3ccc(Cl)o3)s2)c(C(F)(F)F)c1	-2.6
COc1ccc(C(=O)Nc2c(NCc3ccccc3)c3ccccc3oc2=O)cc1Br	-7.8
CC(C)[C@@H](CO)NC(=O)[C@H](NC(=O)C(c1ccccc1)c1ccccc1)c1ccccc1	-23.6
O=C(CCc1ncc(-c2ccc(F)cc2)o1)Nc1nccs1	-11.0
Cc1ccc(NC(=O)c2nccnc2N)cc1Cl	7.8
Cc1cn2c(=O)cc(COC(=O)CSc3ccccc3)nc2s1	6.2
N#CC1=C(N)N(c2cccc(F)c2)C2=C(C(=O)OC2)C12C(=O)N(Cc1ccccc1F)c1ccccc12 (configuration not stated)	1.7
Cc1[nH]c2ccccc2c1CC(=O)N1CCN(S(=O)(=O)c2ccccc2F)CC1	-3.3
COc1cc(C(=O)Nc2ccc3oc(C)nc3c2)cc(OC)c1Br	1.1
O=C(N/N=C/c1ccc(Br)s1)c1cccc(Br)c1	-2.8
Oc1ccc(Cl)cc1C=Nc1ccccc1C(F)(F)F	2.8
O=C(NC1CCCCC1)C1CC(c2c(F)cccc2Cl)=NO1 (configuration not stated)	-11.7
CCNc1c(NC(=O)c2ccc(OC(C)=O)c(OC)c2)c(=O)oc2ccccc12	-6.5
Cc1oc2cc(OCC(=O)N3CCC(C(N)=O)CC3)ccc2c(=O)c1Oc1ccccc1	1.9

In the list so far, these contain an aryl thioether with sulfur outside any ring.
structure	LDHA inh
NC(=O)c1ccsc1NC(=O)CSc1ccc2ccccc2n1	5.9
O=C(Nc1ccccc1Sc1ccccc1)C1CC=CCC1 (configuration not stated)	7.8
Cc1cc(Br)ccc1NC(=O)CSc1nc2cc([N+](=O)[O-])ccc2o1	-2.0
COc1ccc(OC)c(C2C(C(=O)Nc3ccccc3)=C(C)Nc3nc(SC)nn32)c1 (configuration not stated)	0.3
CCCC1Cc2c(sc3nc(SCC)nc(N)c23)CO1 (configuration not stated)	5.6
CN(C)Cc1nc(SCC(=O)Nc2ccc(I)cc2)c2ccccc2n1	0.0
N#Cc1ccccc1COC(=O)c1ccccc1SCC1CCCO1 (configuration not stated)	8.3
Cc1cn2c(=O)cc(COC(=O)CSc3ccccc3)nc2s1	6.2

Screening data from PubChem BioAssay.
